NPR2 activator: GC-B (human) receptor activation | P20594 | HEK293-GC-B cells, CNP EC30, cGMP TR-FRET; 0% at EC30 CNP, 100% saturating CNP | activation, % at 10 µM | 370,000 tested, 0.11% active | AID 1920062;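 active = activation at 10 µM reaching about 35% in either raw or pattern-adjusted values, limit read from the data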
FXN GAA850 act: increases GAA850 frataxin promoter reporter activity | HEK293 lucGAA850 FXN promoter luciferase reporter, 24 h; percent of 10 µM SAHA response | 360,000 tested, 0.56% active | AID 540364 | activation, % at 6 µM;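 active = activation above the average of all compounds screened plus 3 SD, cutoff fixed separately per campaign, cut at about 7.5% in these data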;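 note: 0% = DMSO wells and 100% = 10 µM SAHA wells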
ARFGAP1 inhibitor: rat ARFGAP1 inhibition | AID 651572 | Arfgap1-stimulated ARF1 GTP hydrolysis, GDP FP detection | Q62848 | 360,000 tested, 0.26% active | inhibition, % at 16.5 µM;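 active = inhibition above a per-plate limit, mean inhibition of low control wells plus 3 SD, cut at about 25% in these data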;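 note: 0% = DMSO wells with enzyme and 100% = wells lacking Arfgap1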
Target sequence (Q62848 1-136 limits assumed): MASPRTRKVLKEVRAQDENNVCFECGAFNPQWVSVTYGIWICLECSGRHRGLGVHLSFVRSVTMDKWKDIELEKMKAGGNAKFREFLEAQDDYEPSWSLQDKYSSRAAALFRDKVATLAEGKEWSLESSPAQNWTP
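Material – truncated rat Arfgap1 GAP domain · Buffer or medium – HEPES-based buffer, pH 7.5 · Reagent – human ARF1(Δ1-17)-GTP substrate · Dosing – 16.5 µM single point, 1.26% DMSO · Schedule – GTP hydrolysis reaction 2 h at 25 °C · Technique – GDP detection by fluorescence polarization · Benchmarks – No-Arfgap1 wells (100%) versus DMSO full-reaction wells (0%) · Repeats – single replicate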
proKLK7 act: activators of human kallikrein-7 zymogen; purified proKLK7, EDANS-DABCYL substrate fluorescence; 100% is mature enzyme control, 0% vehicle; activation, % at 7 µM; 370,000 tested, 0.9% active; AID 652039;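 active = activation above the mean of all tested compounds plus 3 SD, computed per campaign excluding outliers beyond control limits, cut at about 13% in these data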
rCAG binder: binds r(CAG) RNA repeats. inhibition, % at 3 µM. AID 651821. r(CAG) RNA repeat, TO-PRO-1 dye displacement fluorescence. 370,000 tested, 1.3% active;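 active = inhibition above the plate cutoff, the mean of all test compounds on that plate plus 3 SD, cut at about 35% in these data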;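 note: 0% = DMSO alone and 100% = 100 µM mitoxantrone as full dye displacement; higher means more dye released from RNA so lower well fluorescence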
ASAP1 GAP inh: blocks human ASAP1-stimulated Arf1 GTP hydrolysis; 360,000 tested, 0.19% active; AID 624377; GDP FP detection; inhibition, % at 16.5 µM; Q9ULH1; in the data active = inhibition above about 25%;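 note: 0% = vehicle with enzyme and substrate and 100% = no enzyme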
Target sequence (Q9ULH1 325-724 limits assumed): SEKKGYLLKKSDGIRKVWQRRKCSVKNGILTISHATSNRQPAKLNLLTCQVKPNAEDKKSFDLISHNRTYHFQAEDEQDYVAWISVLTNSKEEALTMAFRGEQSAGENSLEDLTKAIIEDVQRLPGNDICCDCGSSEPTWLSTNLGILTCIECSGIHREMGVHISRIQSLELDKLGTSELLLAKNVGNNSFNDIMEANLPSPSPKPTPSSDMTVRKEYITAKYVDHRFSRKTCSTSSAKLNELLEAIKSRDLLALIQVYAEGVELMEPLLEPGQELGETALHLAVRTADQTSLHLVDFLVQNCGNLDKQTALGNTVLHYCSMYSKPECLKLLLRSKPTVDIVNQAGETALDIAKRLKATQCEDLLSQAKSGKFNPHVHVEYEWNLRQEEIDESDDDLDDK
ADAM10 inh: inhibits human ADAM10 | recombinant ADAM10, EDANS/DABCYL FRET peptide cleavage, 3 h | inhibition, % at 7 µM | 370,000 tested, 0.62% active | O14672;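 active = inhibition above a per-campaign cutoff equal to the mean of compounds falling between control-based bounds plus 3 SD, cut at about 20% in these data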;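 note: 0% = DMSO wells while the 100% control is not disclosed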
NPR1 activator: GC-A (human) enzyme activation. AID 1671463. activation, % at 10 µM. HEK293 GC-A cells, cGMP TR-FRET, EC30 ANP; 0% at EC30 ANP, 100% saturating ANP. P16066. 370,000 tested, 0.14% active; in the data active = activation above about 40%
HGIII-sPLA2 inh: Blocks human group III sPLA2 activity. inhibition, % at 12.2 µM. 370,000 tested, 0.56% active. QFRET BODIPY PC-A2 liposome hydrolysis, fluorescence. AID 743126. Q9NZ20;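 active = inhibition above mean plus 3 SD of compounds lying within the high and low control bounds, cut at about 19% in these data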;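 note: 0% = median of test compound wells and 100% = no enzyme DMSO wells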
Target sequence (Q9NZ20 whole entry, looked up): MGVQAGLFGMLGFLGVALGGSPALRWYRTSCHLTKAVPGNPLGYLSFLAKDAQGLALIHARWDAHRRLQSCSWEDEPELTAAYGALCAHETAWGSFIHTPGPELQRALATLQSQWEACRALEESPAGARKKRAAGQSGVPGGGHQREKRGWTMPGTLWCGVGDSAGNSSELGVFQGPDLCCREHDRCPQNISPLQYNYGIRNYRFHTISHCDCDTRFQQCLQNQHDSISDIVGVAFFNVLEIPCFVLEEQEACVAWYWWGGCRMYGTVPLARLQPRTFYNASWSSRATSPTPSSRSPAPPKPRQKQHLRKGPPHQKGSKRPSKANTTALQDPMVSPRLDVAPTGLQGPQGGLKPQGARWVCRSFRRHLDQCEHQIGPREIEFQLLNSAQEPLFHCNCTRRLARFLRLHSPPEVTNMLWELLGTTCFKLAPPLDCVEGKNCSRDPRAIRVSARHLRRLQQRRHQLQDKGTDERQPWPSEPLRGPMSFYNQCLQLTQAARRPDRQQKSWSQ
DDE Tn6 FP inh: inhibitors of Tn6 peptide binding to human fibrin DD(E); P02675; Fibrin DD(E) TRITC-Tn6 fluorescence polarization displacement; 370,000 tested, 0.21% active; AID 720509; inhibition, % at 8.3 µM;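 active = inhibition above a per-campaign cutoff: mean of compounds within control limits plus 3 SD, cut at about 15% in these data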;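 note: 0% = median of all compound wells on the plate and 100% = blocking peptide control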
Numbers without * were called inactive; i = inactive; nt = not tested or not shown. Rows were taken by chance, and some 4.5% of all compounds hit somewhere here.

SMILES,NPR2 activator,FXN GAA850 act,ARFGAP1 inhibitor,proKLK7 act,rCAG binder,ASAP1 GAP inh,ADAM10 inh,NPR1 activator,HGIII-sPLA2 inh,DDE Tn6 FP inh
COc1cccc2c1OCC(C(=O)NCc1ccc(Cl)cc1Cl)=C2,2,-1.1,16,-0.4,0,-2,5,2,-21,4
Cc1cccc(C(=O)Nc2ccccc2C(=O)NCc2ccco2)c1,4,1.4,7,0.6,1,-15,12,3,-32,0
N#Cc1c(NC(=O)CSc2nc(-c3ccccc3)cc(C(F)(F)F)n2)sc2c1CCC2,-3,0.8,12,0.1,0,7,7,0,2,1
O=C(CCc1ccccc1F)N1CCN(c2ccccc2)CC1,-2,0.9,1,0.2,-2,4,-6,-1,-2,-3
Cc1ccc(C)c(NC(=O)CCN2CCc3ccccc3C2)c1,-3,-0.8,2,-0.6,-8,-4,6,0,-10,1
O=C(Nn1c(-c2ccncc2)nc2ccccc2c1=O)c1ccccc1Br,2,-1.1,2,0.7,-2,3,-4,4,8,1
CN(CC(=O)N1CCN(c2ccccc2F)CC1)S(=O)(=O)c1cnc[nH]1,4,-1.4,-4,-0.1,0,-14,-7,1,1,8
CCN(CC)CCCNc1nc2cc(OC)c(OC)cc2c2nc(-c3cccnc3)nn12,-6,-1.6,16,1.5,16,16,-2,2,2,-18
COc1cccc(-c2ncc3ccccc3c2COC(=O)c2ccccc2C(=O)O)c1,4,0.6,1,0.4,12,-4,5,1,-3,2
CSCC[C@H](NC(=O)OC(C)(C)C)C(=O)N1CCC(C(=O)N[C@@H](C)C(=O)NC(C)c2ccccc2)CC1 (stereo partly drawn),-1,-0.4,2,-1.0,-35,6,6,6,0,-1
O=C(NCC1(N2CCCCC2)CCCCC1)c1ccc(S(=O)(=O)N2CCCC2)cc1,1,4.0,-12,0.5,-4,10,-5,1,1,9
Cc1ccc(NC(=O)C2CC2C)c(Cl)c1 (stereo not drawn),1,2.8,8,-0.1,1,2,1,2,-2,-4

(cont.)
SMILES,NPR2 activator,FXN GAA850 act,ARFGAP1 inhibitor,proKLK7 act,rCAG binder,ASAP1 GAP inh,ADAM10 inh,NPR1 activator,HGIII-sPLA2 inh,DDE Tn6 FP inh
O=C(NC1CCCCC1)C(Cc1ccccc1)N1C(=O)C2C3CCC(C3)C2C1=O (stereo not drawn),0,0.4,2,-0.4,-3,-3,15,-1,3,7
Cn1c(/C(C#N)=C/c2ccc(-c3ccc(S(N)(=O)=O)cc3)o2)nc2ccccc21,2,-11,-4,-116,5,8,-4,0,7,-4
CC1=C(C(=O)N(C(C)C)C(C)C)CC(CC(=O)NC2CC2)C(=O)N1CCC1=CCCCC1 (stereo not drawn),0,nt,10,0.0,-2,-3,-7,-1,13,1
O=C(c1cccc(F)c1)N1C2C=CC(C2)C1(C(F)(F)F)C(F)(F)F (stereo not drawn),6,-4.0,-4,-0.2,0,-10,0,0,1,11
O=C(Cn1nnc(-c2ccccc2)n1)Nc1cccc(S(=O)(=O)N2CCOCC2)c1,-5,1.1,-14,-0.1,4,-21,3,2,-22,-3
O=C(COc1ccc(S(=O)(=O)N2CCOCC2)cc1Cl)NC1CCCCC1,2,1.3,-8,0.1,-8,-1,0,2,-3,-4
CC(C)c1nnc(NC(=O)C2CCN(S(=O)(=O)c3ccc(-n4cnnn4)cc3)CC2)s1,10,1.4,3,-0.5,-1,4,2,-1,-3,5
CC(C)(C)NS(=O)(=O)c1ccc2nc(NC(=O)Cc3cccs3)sc2c1,-3,0.9,8,-0.6,5,7,1,1,-46,-7
COc1ccc(Br)cc1C1CC(=O)N2CN(C)CSC2=C1C#N (stereo not drawn),-4,-1.3,-1,0.2,17,1,-3,5,-3,4
COc1ccc(C=CC(=O)c2ccc(OC)c(OC)c2O)cc1OC,3,0.4,-7,0.3,2,-5,-3,4,-1,-13
CC(C)[C@H](NC(=O)[C@@H]1Cc2ccccc2CN1)C(=O)Nc1ccc2c(c1)OCCO2,-4,-6.4,14,0.6,-2,2,1,0,6,9
Cc1oc2cc(O)ccc2c(=O)c1-c1cnn(-c2ccccc2)c1,0,0.9,-4,-32,7,-5,i,-4,-1,-3

(further entries)
SMILES,NPR2 activator,FXN GAA850 act,ARFGAP1 inhibitor,proKLK7 act,rCAG binder,ASAP1 GAP inh,ADAM10 inh,NPR1 activator,HGIII-sPLA2 inh,DDE Tn6 FP inh
COc1cc2[nH]ccc(=O)c2cc1OC,6,0.9,-2,-0.3,2,-2,5,4,10,-9
COc1ccc(-n2c(SCC(=O)N/N=C/c3ccccc3OCC(=O)O)nc3ccccc3c2=O)cc1,3,-0.9,2,0.1,43*,-1,-15,-8,-13,-6
CCOc1ccc2nc(SCC(=O)NC(=O)C(C)C)sc2c1,-4,-0.7,6,-0.3,2,10,-5,-3,-17,-9
Cc1cc2ccccc2c(=O)n1CC(=O)NCC(=O)N1CCCC(C)C1 (stereo not drawn),-5,-2.3,-3,0.5,-1,6,-42,-2,-1,5
COc1ccccc1NC(=O)Nc1nn(C)c2cccc(OC)c12,-11,0.2,-10,0.8,-3,4,-8,-1,19,-4
COc1ccc(NC(=O)COc2ccc(C(=O)OCC(=O)N(C)C3CCS(=O)(=O)C3)cc2OC)cc1 (stereo not drawn),0,0.9,10,0.0,-2,1,-6,3,2,-4
CCN(CCCNC(=O)c1c(C)cc(=O)oc1C)c1cccc(C)c1,2,0.8,5,0.7,-2,12,5,12,-11,4
S=c1[nH]nc(-c2ccccn2)n1/N=C/c1ccc(Cl)c(Cl)c1,-4,1.0,-20,0.0,0,-7,-6,-2,0,1
Cn1c(=O)oc2cc(S(=O)(=O)Nc3cccc4c3CCCC4)ccc21,5,0.9,-9,-0.5,-1,6,-4,2,-6,3
O=C(c1cc2ccccc2oc1=O)N(c1ccc(Cl)cc1)C1C=CS(=O)(=O)C1 (stereo not drawn),-15,0.9,-1,0.0,-1,3,-2,-23,2,6
CC(=O)c1cccc(CN2CCCC(CCC(=O)NCc3ccc(F)c(F)c3)C2)c1 (stereo not drawn),1,-1.3,1,0.5,-8,-7,-2,-2,-10,-2
Cc1ccccc1/C=N/N1CCN(c2ccccc2)CC1,1,5.4,-12,-0.5,-7,-5,-5,-2,0,2

Other results:
SMILES,NPR2 activator,FXN GAA850 act,ARFGAP1 inhibitor,proKLK7 act,rCAG binder,ASAP1 GAP inh,ADAM10 inh,NPR1 activator,HGIII-sPLA2 inh,DDE Tn6 FP inh
COc1ccc(C2=NNC(c3cccnc3)=Nc3ccc(OC)cc32)cc1,-2,-0.1,11,-0.2,1,9,-10,-3,0,-3
Cc1ccc(OC(=O)CCS(=O)(=O)c2ccc(C)cc2)cc1,11,1.2,5,0.1,-1,-5,5,-4,-2,4
O=c1cc(CSc2nnc3ccccn23)c2c(ccc3ccccc32)o1,-1,-1.2,-6,-14,7,9,-125,-6,-4,9
COc1ccc2ccccc2c1C=NNC(=O)c1cc(-c2ccc(C)c(C)c2)n[nH]1,11,nt,nt,49*,20,nt,-17,-5,-13,26*
Cc1csc(N)n1,1,1.4,0,-0.1,1,-5,-2,6,3,0
O=C(Nc1ccc(N2CCOCC2)cc1)c1cnccn1,2,-3.6,2,-0.1,0,1,5,-1,2,-7
CN1CCN(c2ccncc2S(=O)(=O)N2CCCCC2)CC1,2,0.0,-1,-0.2,-3,3,-12,-2,7,2
COc1ccc(-c2c3c(=O)n(C)c(=O)n(C)c3cn2-c2ccccc2O)cc1,0,-0.2,3,0.8,2,2,-33,-11,4,-7
CC1(c2nnnn2-c2ccc3c(c2)OCCO3)CCC(=O)N1CC(F)(F)F (stereo not drawn),0,nt,21,-0.5,3,-10,-7,3,-1,-7
CCCOc1ccc2ccccc2c1/C=N/n1cnnc1,-7,0.0,7,-0.5,-3,1,-2,-3,3,1
CC(C)(C)c1ccc(S(=O)(=O)NCC(=O)Nc2sc3c(c2C(N)=O)CCCC3)cc1,-4,0.8,11,-0.4,6,2,-1,-1,1,-3
N#C/C(=C\c1ccc(O)c([N+](=O)[O-])c1)c1nc2ccccc2s1,2,1.5,3,-1.0,88*,-3,1,10,-25,1

New compounds follow
SMILES,NPR2 activator,FXN GAA850 act,ARFGAP1 inhibitor,proKLK7 act,rCAG binder,ASAP1 GAP inh,ADAM10 inh,NPR1 activator,HGIII-sPLA2 inh,DDE Tn6 FP inh
COc1cc2c(C(=O)NCc3ccccn3)cn(C)c(=O)c2cc1OC,-5,1.4,1,0.5,-2,-6,-11,1,5,7
COc1ccc(NC(=O)CCn2nc(C)cc2C)cc1,-8,0.2,-6,0.4,-2,-1,3,-1,-1,-1
Cc1ccc(-n2ncc3c2ncn2nc(-c4ccco4)nc32)c(C)c1,-10,0.5,44*,0.6,12,4,-7,8,4,5
O=S(=O)(c1ccc(Cl)cc1)c1snnc1-c1ccccc1,0,-9.8,2,0.4,-4,8,-1,2,-5,-1
CCn1c(=O)cc(SCC(=O)Nc2ccc(C)cn2)c2ccccc21,0,2.6,2,0.1,0,8,-6,-7,-6,-2
CCOC(=O)c1ccc(NCc2cccnc2)cc1,0,4.7,-1,-0.1,-6,-4,-9,-4,0,12
N#CCCN(Cc1ccccc1)C(=O)Nc1ccc(F)cc1,-3,-0.4,3,0.3,-1,2,1,0,-4,2
Cc1cccc(NC(=O)C2CCCN(S(=O)(=O)c3cccc4cccnc34)C2)c1 (stereo not drawn),5,-1.1,0,0.0,2,1,-10,0,-9,0
CCCOc1ccc(N2CC(C(=O)NCCc3ccc(OC)c(OC)c3)CC2=O)cc1 (stereo not drawn),0,-0.4,12,0.1,-11,6,0,3,-1,3
CCOC(=O)N1CCC(NC(=S)Nc2ccc3nc(N4CCN(CC)CC4)cc(C)c3c2)CC1,-2,1.4,0,5.2,-7,3,-110,0,-11,2
CCC(=O)c1ccc(OC(C)C(=O)NC2(C#N)CCCCC2)cc1 (stereo not drawn),2,1.0,0,-0.4,-1,-10,4,6,0,-1
Cc1cccc([C@@H]2[C@@H]3C(=O)N(Cc4ccccc4)C(=O)[C@@H]3[C@]3(Cc4ccc(Cl)cc4)C(=O)N(c4cccc(Br)c4)C(=O)N23)c1,-28,-3.2,-5,0.6,4,9,0,-20,5,4

Further entries follow.
SMILES,NPR2 activator,FXN GAA850 act,ARFGAP1 inhibitor,proKLK7 act,rCAG binder,ASAP1 GAP inh,ADAM10 inh,NPR1 activator,HGIII-sPLA2 inh,DDE Tn6 FP inh
Cc1cc2nccc(-c3cccnc3)n2n1,7,2.5,1,-0.1,-1,11,9,0,3,5
Cc1ccc(NC(=O)COc2ccccc2)c(NC(=O)c2ccccc2C)c1,1,-1.6,-3,-0.1,2,-1,12,-3,1,-4
Cc1cccn2c(=O)c(/C=C(\C#N)C(=O)NC3CCS(=O)(=O)C3)c(Oc3ccc(F)cc3)nc12 (stereo not drawn),3,-0.5,-1,2.0,0,0,-77,7,-3,-9
CCCCN(CCCC)c1nc(OC)nc(-n2nnc(C(C)=O)c2C)n1,0,-0.4,-14,0.1,-7,-2,-4,6,-11,-2
CCc1nnc(NC(=O)c2ccc(S(=O)(=O)N3CCCCC3)cc2)s1,2,-1.5,-7,-0.6,1,-14,5,-9,-2,-3
CC1(C(=O)NS(=O)(=O)C2CC2)CCCN(C(=O)c2cccc(Cl)c2)C1 (stereo not drawn),2,0.1,-20,-0.2,1,-1,-4,-2,11,7

High-throughput results (PubChem)
